# Screening data (PubChem)
# ELG1 DNA repair: qHTS screen for small molecules that inhibit ELG1-dependent DNA repair in human embryonic kidney (HEK293T) cells expressing luciferase-tagged ELG1; HEK293T ELG1-luciferase reporter, luminescence, 16 h; DNA damage induced by 5-fluorouridine; Potency, µM (series often up to 46.1 µM), for the others: at the highest dose activity change, negative = inhibition, usual class: inhibitors; 330,000 compounds, 2.3% hits; AID 504467, 2011; further: potency means the concentration at half of the fitted maximal effect; on the % scale 0 is the no-effect control and ±100 the full control effect; nearly all actives have a fitted effect of over 55% in size
#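 Cells (2,000 per well) received 5-fluorouridine plus test compound or DMSO and were incubated 16 hr at 37 °C, 5% CO2. Luciferase activity was read by luminescence 30 min after ONE-Glo addition; signal suppression marked inhibition of damage-induced ELG1 function.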
# NPC1 promoter act: qHTS Assay for NPC1 Promoter Activators; Huh7 NPC1 promoter luciferase reporter, 24 h; Potency, µM (top dose mostly 9.22 µM), for inactives: top-dose activation, actives largely listed as activators; 320,000 compounds, 2.4% hits; AID 485313, 2010;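 further: potency means the concentration at half of the fitted maximal effect; % of control where 0% means no effect; nearly all actives have a fitted effect of over 60% in size; reporter is driven by a mutant NPC1 promoter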
#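 Compounds in DMSO were transferred onto Huh7 NPC1-luciferase reporter cells pre-incubated 2 h; after 24 h at 37 °C, Amplite reagent was dispensed and luminescence recorded 10 min later.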
# Menin-MLL TR inh: qHTS Assay for Inhibitors Targeting the Menin-MLL Interaction in MLL Related Leukemias: Competition With Texas Red Labeled MLL-derived Mutant Peptide; O00255; 270,000 compounds, 0.23% hits; Menin + Texas Red MLL mutant peptide, fluorescence polarization; AID 1768, 2009; Potency, µM (doses to about 61.6 µM), inactives show at the top dose FP activity change, negative = inhibition, most hits filed as inhibitors; active means well fitted inhibition curve with a large enough effect in the polarisation, with a control signal flat, not every such curve was filed as active; inconclusive means small, poorly fitted or top-dose-only effect, or effect the other way, or a change in a side signal; inactive means no such curve, though single readings can be large or run the other way; the % refers to the polarisation; further: potency means the concentration at half of the fitted maximal effect; % of control where 0% means no effect; many of its hits are not listed in these tables
# KCNH2 3.1 block: qHTS for Inhibitors of KCHN2 3.1: Mutant qHTS. U2OS KCNH2 3.1, thallium flux FluxOr; hits give low values. activity change, % (tested at about 1.8 µM). 340,000 compounds, 0.95% hits. AID 720553, 2013;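 active means maximum activity change below -70%; inconclusive means maximum activity change from -70% to -50%; inactive means maximum activity change above -50%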;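 further: thallium influx rate constant from kinetic fluorescence after stimulation buffer; on the % scale 0 is the no-effect control and ±100 the full control effect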
#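 Virally transduced U2OS (3.1 isoform, 4 h infection in dark at RT) → overnight 37 C → FluxOr + Red40 in HBSS/HEPES, 45 min → stimulation buffer, 2 min kinetic read → rate constant vs DMSO controls.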
# RORgamma inh: qHTS for inhibitors of ROR gamma transcriptional activity; Nuclear receptor ROR-gamma (Mus musculus), P51450; Drosophila S2 Gal4-RORgamma UAS-luciferase reporter, 20 h; Potency, µM (top dose mostly 53.6 µM), for the others: top-dose activity change, negative = inhibition, most hits filed as inhibitors; 310,000 compounds, 5.4% hits; further: potency means the concentration at half of the fitted maximal effect; on the % scale 0 is the no-effect control and ±100 the full control effect; nearly all actives have a fitted effect of over 60% in size
#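 Luciferase reporter read in Schneider cells carrying Gal4-RORγ (mouse) and UAS-Photinus luciferase; cells given compound 1 h before 700 uM copper sulfate induction, then incubated 20 h at ambient temperature.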
# VP16 counter: VP16 counterscreen qHTS for inhibitors of ROR gamma transcriptional activity; Drosophila S2 Gal4-VP16 UAS-luciferase, luminescence, 20 h; Potency, µM (doses to about 53.6 µM), for the others: at the highest dose activity, negative = inhibition, hits mostly inhibitors; 310,000 compounds, 3.5% hits;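 further: Gal4-VP16 expression switched on by copper sulfate through the metallothionein promoter; potency means the concentration at half of the fitted maximal effect; on the % scale 0 is the no-effect control and ±100 the full control effect; nearly all actives have a fitted effect of over 50% in size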
# Rab9 promoter act: qHTS Assay for Rab9 Promoter Activators. AID 485297, 2010. Huh7 Rab9 promoter-luciferase reporter, luminescence, 24 h. 320,000 compounds, 2.8% hits. Potency, µM (highest dose often 9.22 µM), inactives show at the highest dose activation, negative = inhibition, usual class: activators; further: potency means the concentration at half of the fitted maximal effect; % of control where 0% means no effect; nearly all actives have a fitted effect of over 60% in size
#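 Cell-based reporter: Huh7 stable for Rab9 promoter-driven luciferase, plated in reduced-serum medium with 10% FBS at 1500 cells/well, compound-treated 24 h at 37 °C, luminescence read after 10 min reagent.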
# FLuc modulator: qHTS profiling assay for firefly luciferase inhibitor/activator using purifed enzyme and Km concentrations of substrates (counterscreen for miR-21 project). Luciferin 4-monooxygenase (Photinus pyralis), P08659. purified FLuc, Km substrates, luminescence inhibition. Potency, µM (top dose mostly 57.5 µM), for inactives: top-dose activity change, negative = inhibition, hits mostly inhibitors. 360,000 compounds, 6.9% hits. AID 588342, 2011;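 further: potency means the concentration at half of the fitted maximal effect; plate controls were vehicle for no effect and reference inhibitor for full effect; nearly all actives have a fitted effect of over 55% in size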
#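 Biochemical qHTS of compounds, final roughly 60 µM downward over six points, against 10 nM purified firefly luciferase using Km concentrations of substrates (10 uM D-luciferin, 10 uM ATP) in Tris acetate pH 7.5 buffer; luminescence output.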
# PKM2 activator: qHTS Assay for Activators of Human Muscle isoform 2 Pyruvate Kinase | Pyruvate kinase PKM (Homo sapiens), P14618 | purified PKM2, Kinase-Glo ATP luminescence, activation; response scale: 0% is enzyme alone, no compound | Potency, µM (doses to about 57.5 µM), for inactives: top-dose activation, hits mostly activators | 260,000 compounds, 0.34% hits | AID 1631, 2009; further: potency means the concentration at half of the fitted maximal effect; on the % scale 0 is the no-effect control and ±100 the full control effect; nearly all actives have a fitted effect of over 55% in size
# Target sequence (P14618 whole entry, looked up, canonical isoform): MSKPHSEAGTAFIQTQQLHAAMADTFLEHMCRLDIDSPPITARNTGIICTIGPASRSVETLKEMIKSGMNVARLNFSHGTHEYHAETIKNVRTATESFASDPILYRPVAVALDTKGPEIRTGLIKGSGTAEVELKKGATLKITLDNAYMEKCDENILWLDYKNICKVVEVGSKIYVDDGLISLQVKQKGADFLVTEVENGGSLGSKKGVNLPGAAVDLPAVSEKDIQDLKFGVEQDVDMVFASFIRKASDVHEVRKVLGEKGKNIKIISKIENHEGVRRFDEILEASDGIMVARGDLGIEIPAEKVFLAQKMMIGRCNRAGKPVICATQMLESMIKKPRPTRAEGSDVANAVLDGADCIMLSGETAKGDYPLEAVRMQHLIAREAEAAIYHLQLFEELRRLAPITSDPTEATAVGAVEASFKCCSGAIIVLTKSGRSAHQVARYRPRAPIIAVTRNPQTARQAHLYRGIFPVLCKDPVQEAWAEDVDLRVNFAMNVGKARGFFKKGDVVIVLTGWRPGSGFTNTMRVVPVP
#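 Kinase-Glo luminescence reports ATP generated from ADP (0.1 mM) and PEP (0.5 mM) by purified hPK-M2 after 1 h at room temperature, pH 7.2 imidazole buffer; intermediate enzyme activity allows detecting inhibitors and activators.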
# Mito fusion yeast: qHTS Assay for Small Molecule Inhibitors of Mitochondrial Division or Activators of Mitochondrial Fusion. S. cerevisiae fusion-defective mutant growth rescue, CellTiterGlo 48 h. Potency, µM (series often up to 46.1 µM), without a hit: top-dose growth rescue (activation), actives largely listed as activators. 320,000 compounds, 0.23% hits;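 further: potency means the concentration at half of the fitted maximal effect; % of control where 0% means no effect; nearly all actives have a fitted effect of over 45% in size; temperature-sensitive fusion mutants such as fzo1-1 at 37 °C on non-fermentable ethanol glycerol medium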
#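 Temperature-sensitive fusion-defective S. cerevisiae (e.g. fzo1-1, mgm1-5) were grown with compound in YPEG medium (3% ethanol, 3% glycerol) for 48 hours at 37C. Growth rescue was measured as viability by CellTiterGlo luminescence after 10 minutes at ambient.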
# MBNL1 CUG block: qHTS Assay for Inhibitors of MBNL1-poly(CUG) RNA binding | Muscleblind-like protein 1 (Homo sapiens), Q9NR56 | TR-FRET MBNL1-His/biotin-(CUG)12 binding, 665/545 ratio | Potency, µM (highest dose often 57.5 µM), for inactives: at the highest dose activity change, negative = inhibition, actives largely listed as inhibitors | 280,000 compounds, 0.036% hits; active means well fitted inhibition curve with a large enough effect in the signal ratio, with a control signal flat, not every such curve was filed as active; inconclusive means small, poorly fitted or top-dose-only effect, or effect the other way, or a change in a side signal; inactive means no such curve, though single readings can be large or run the other way; the % refers to the signal ratio; further: potency means the concentration at half of the fitted maximal effect; on the % scale 0 is the no-effect control and ±100 the full control effect
# Target sequence (Q9NR56 whole entry, looked up): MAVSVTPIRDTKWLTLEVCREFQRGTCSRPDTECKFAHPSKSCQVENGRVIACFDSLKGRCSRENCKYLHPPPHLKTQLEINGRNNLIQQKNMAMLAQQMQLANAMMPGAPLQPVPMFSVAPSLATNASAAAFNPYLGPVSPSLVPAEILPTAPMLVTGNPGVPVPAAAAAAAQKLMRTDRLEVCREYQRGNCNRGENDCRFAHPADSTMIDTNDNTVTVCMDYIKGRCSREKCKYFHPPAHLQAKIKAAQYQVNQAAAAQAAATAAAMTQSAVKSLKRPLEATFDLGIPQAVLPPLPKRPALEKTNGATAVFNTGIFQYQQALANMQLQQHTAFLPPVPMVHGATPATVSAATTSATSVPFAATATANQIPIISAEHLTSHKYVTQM
#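 Inhibition of protein-RNA binding appears as loss of TR-FRET between terbium anti-His antibody on MBNL1-His and streptavidin-XL665 on biotin-(CUG)12. Activity is normalized to buffer-only and uninhibited-complex controls.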
# Starred values were filed as active, the others as inactive; ? = inconclusive; · = no result given; & = joins results of further samples; [ ] = another dose, or the depositor's remark. Unless noted, the call rests on the fitted dose curve; in most records, active means well fitted curve in the direction sought with a large enough effect; inconclusive means small, poorly fitted or top-dose-only effect, or another doubt; inactive means no such curve, though single readings can be large; an effect the other way counts as inactive or inconclusive. The list is partial; count on the stated rates, not on these rows.
# The opening 3 records, ahead of the listing:
SMILES,ELG1 DNA repair,NPC1 promoter act,Menin-MLL TR inh,KCNH2 3.1 block,RORgamma inh,VP16 counter,Rab9 promoter act,FLuc modulator,PKM2 activator,Mito fusion yeast,MBNL1 CUG block
CCOC(=O)CCSCC(=O)N1N=C(c2cccs2)CC1c1ccc(C)cc1 (stereo not given),-14%,-6%,-8%,-10,-20%,0%,-5%,4%,0%,20%,8%
CC(=O)c1ccc(N2C(=O)[C@@H]3[C@H](C2=O)[C@H]2c4ccccc4C=NN2[C@@H]3C(C)=O)cc1,10%,11%,·,3,20%,-4%,3%,-6%,-7%,-1%,11%
CC(C)Oc1ccc(C(CC(=O)NCCCN(C)C)c2ccc(F)cc2)cc1 (stereo not given),6%,0%,7%,-13,-6%,-3%,3%,7%,2%,10%,-16%

# Main list, repeating the preview:
SMILES,ELG1 DNA repair,NPC1 promoter act,Menin-MLL TR inh,KCNH2 3.1 block,RORgamma inh,VP16 counter,Rab9 promoter act,FLuc modulator,PKM2 activator,Mito fusion yeast,MBNL1 CUG block
CCOC(=O)CCSCC(=O)N1N=C(c2cccs2)CC1c1ccc(C)cc1 (stereo not given),-14%,-6%,-8%,-10,-20%,0%,-5%,4%,0%,20%,8%
CC(=O)c1ccc(N2C(=O)[C@@H]3[C@H](C2=O)[C@H]2c4ccccc4C=NN2[C@@H]3C(C)=O)cc1,10%,11%,·,3,20%,-4%,3%,-6%,-7%,-1%,11%
CC(C)Oc1ccc(C(CC(=O)NCCCN(C)C)c2ccc(F)cc2)cc1 (stereo not given),6%,0%,7%,-13,-6%,-3%,3%,7%,2%,10%,-16%
C#CCOCCOCCOCCNc1nc(N2CCN(C(=O)[C@H]([C@@H](C)CC)n3cc([C@@H](N)Cc4ccc(O)cc4)nn3)CC2)nc(N2CCN(C(=O)[C@H](CCCCN)n3cc([C@@H](N)C(C)CC)nn3)CC2)n1 (stereo not given in full),9%,2%,?,·,-10%,1%,3%,0%,0%,-2%,-5%
CC1(C)CC(=O)C2=C(C1)N(c1ccccc1)C(N)=C(C#N)C2c1cccnc1 (stereo not given),-2%,0%,13%,-1,2%,-7%,0%,-1%,0%,-1%,-6%
O=C(CN1C(=O)NC2(CCCCC2)C1=O)NCc1cccs1,1%,0%,-10%,7,-6%,?,-2%,3%,1%,-1%,-9%
CCCOc1c(OC)cccc1C1CC(=O)Nc2cc(OC)c(OC)c(OC)c21 (stereo not given),?,-2%,·,4,-1%,3%,-5%,-8%,-10%,8%,-14%
Cc1ccccc1-n1c(SCC(=O)Nc2ccc3c(c2)OCO3)nnc1-c1ccccn1,?,-1%,-9%,-8,15%,-11%,-5%,-1%,-9%,-3%,-11%
COc1nc(Nc2ccccc2F)nc(OC)n1,8%,9%,-7%,14,2%,3%,17%,-10%,-7%,2%,1%
COc1ccccc1OCc1nnc(SCC(=O)NCc2ccco2)n1-c1ccccc1,-2%,-8%,-15%,7,?,-10%,1%,4%,-2%,3%,3%
Cc1cccn2c(=O)c3cc(C(=O)NCCc4ccccc4)c(=N)n(Cc4ccco4)c3nc12,15µM*,-6%,-13%,0,1%,-18%,-6%,-1%,9%,14%,?
Cc1ccc(C2=NN3C(C2)c2ccccc2OC32C(=O)Nc3ccccc32)cc1 (stereo not given),?,2.5µM*,64%[activator],-7,13µM*,?,?,15µM*,-6%,5%,22%
CCc1ccccc1OCC(=O)Nc1cccc(S(=O)(=O)NCc2ccco2)c1,?,-1%,·,-10,·,·,-6%,-19%,·,17%,·
O=C(O)CCSC1CC(=O)N(c2ccccc2)C1=O (stereo not given),1%,1%,-8%,3,8%,2%,3%,-2%,·,-3%,-17%
O=C1CCCCCC1C1(O)C(=O)Nc2ccccc21 (stereo not given),0%,1%,6%,-2,-24%[0.365 µM],·,-6%,3%,-5%,-2%,-1%
COc1cccc(C(=O)COC(=O)C2CC(=O)N(c3ccc(Oc4ccccc4OC)cc3)C2)c1 (stereo not given),-21%,-2%,·,14,-1%,-12%,-1%,5%,5%,-3%,0%
CCCCC(=O)NC(N1CCCCC1)C(Cl)(Cl)Cl (stereo not given),-1%,6%,25%,-3,-26%,4%,5%,0%,8%,-1%,-5%
COc1ccccc1-c1nc2n(n1)C(c1ccccc1Cl)C(C(N)=O)=C(C)N2 (stereo not given),?,-3%,1%[11.7 µM],-1,-22%,-2%,7%,4%,3%,-3%,-4%
O=C(Nc1nc(-c2ccc(-c3ccccc3)cc2)cs1)c1cc([N+](=O)[O-])ccc1N1CCOCC1,13%,-2%,?,-5,-8%,-1%,3%,-11%,0%,2%,18%
C#CCn1c(S(=O)(=O)Cc2ccc(F)cc2)nc(-c2ccccc2)c1-c1ccccc1,-2%,-3%,?,-21,4%,4%,3%,1%,-7%,10%,8%
Cc1ccccc1Nc1c(-c2ccncc2)nc2ccc(Cl)cn12,-7%,-7%,-5%,-3,-12%,3%,12%,-4%&8%,-1%,-1%,4%
Cc1ccc(C(=O)NCC(=O)Nc2ccc3c(c2)OCCO3)cc1,?,-4%,·,4,·,·,12%,-5%,·,6%,·
CCOC(=O)N1CCC(NC(=S)Nc2ccc3nc(N4CCN(CC)CC4)cc(C)c3c2)CC1,14%,-2%,-2%,-10,-20%,-17%,1%,1%,-2%,0%,3%
CCCn1c(SCC(=O)NNC(=O)c2ccc(C)cc2)nnc1C(C)C,10%,-4%,·,-1,-12%,-1%,3%,-2%,·,-13%,2%
O=C(CN1CCc2cc3c(cc2C1)OCCCO3)Nc1ccc(F)cc1,?,-5%,·,9,?,-15%,-8%,-1%,·,-3%,1%
Cn1ccnc1Sc1nnnn1-c1ccccc1,-1%,0%,19%,1,-1%[0.365 µM],·,-8%,-3%,13%,-5%,8%
CN(CC(=O)Nc1cccc2ccccc12)C(=O)c1ccc(F)cc1F,0%,-1%,·,2,·,·,0%,3%,·,1%,·
CN(C)c1ccc(C(C(=O)NCC2CCCO2)N(C(=O)c2snc(C(N)=O)c2N)c2ccccc2)cc1 (stereo not given),?,2%,·,6,-2%,-5%,0%,0%,·,1%,3%
Cc1ccc(CCNC(=O)CN2CCN(Cc3ccccc3F)C2=O)cc1,-9%,-1%,-5%,-4,0%,2%,-2%,1%,-2%,-3%,4%
Cc1ccc(OCCCC(=O)Nc2ccc(Br)cc2)cc1,1%,-3%,-2%,0,?,17%,-6%,-1%,-1%,-8%,-3%
CC(=O)N1CCN(Cc2nc(C(c3ccccc3)c3ccccc3)no2)CC1,-11%,-2%,1%,11,19%,5%,-10%,-2%,-30%,-3%,5%
S=c1[nH]c2ccccc2o1,14%,-3%,0%,4,28µM*,-18%[10 µM],-1%[1.84 µM],-12%,-2%,0%,-5%
CC(=O)c1ccccc1NC(=O)CCNC(=O)c1ccco1,?,11%,-26%,-11,2%,10%,9%,-5%,1%,5%,-17%
